Source: PubChem (National Center for Advancing Translational Sciences (NCATS))
D2 agonist – HTS Assay for Allosteric Agonists of the Human D2 Dopamine Receptor: Primary Screen for Agonists; HEK293 T-REx D2 cells, calcium flux agonist mode; activation, % at 2 µM; hit rate 0.53% among 340,000;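 active means activation over 3 SD above normal in the single-dose calcium agonist read, cut at about 30% in these data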; further: 0% is about no effect
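Agonism is scored from calcium flux in a force-coupled, inducible HEK293 cell line expressing D2, read kinetically for 180 s after compound addition against dopamine controls.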
TrxR1 inh – qHTS Assay for Inhibitors of Mammalian Selenoprotein Thioredoxin Reductase 1 (TrxR1): qHTS. hit rate 1% among 390,000. Potency, µM (series often up to 114 µM), for inactives: at the highest dose activity change, negative = inhibition, usual class: inhibitors. recombinant rTrxR1, NADPH fluorescence consumption, selenite substrate. Thioredoxin reductase 1, cytoplasmic (Rattus norvegicus), O89049; further: potency means the concentration at half of the fitted maximal effect; on the % scale 0 is the no-effect control and ±100 the full control effect; nearly all actives have a fitted effect of over 65% in size
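Rat TrxR1 (90 nM in the dispensed reagent) was pre-reduced with 400 uM NADPH for 5 min at room temperature, then incubated with compound for 15 min. After 400 uM selenite was added, NADPH fluorescence (Ex 340/Em 450 nm) was followed for 8 min.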
D2 antagonist – HTS Assay for Allosteric Antagonists of the Human D2 Dopamine Receptor: Primary Screen for Antagonists; D(2) dopamine receptor (Homo sapiens), P14416; HEK293 TREx D2 cells, calcium flux, dopamine EC80; hit rate 2% among 340,000; inhibition, % at 10 µM; AID 485344, 2010; in the data active means inhibition above about 30%; further: 0% is about no effect
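Cells plated overnight at 30 C with tetracycline; no-wash calcium dye, 30–90 min RT; 10 s baseline; compound pinned; 180 s read; EC80 dopamine added; another 180 s read.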
IDH1 R132H inh – qHTS for Inhibitors of mutant isocitrate dehydrogenase 1 (IDH1): qHTS | IDH1-R132H enzyme, NADPH consumption, diaphorase/resazurin fluorescence | Potency, µM (highest dose often 76.6 µM), without a hit: top-dose activity change, negative = inhibition, most hits filed as inhibitors | hit rate 0.093% among 390,000 | AID 602179, 2012; further: potency means the concentration at half of the fitted maximal effect; on the % scale 0 is the no-effect control and ±100 the full control effect; nearly all actives have a fitted effect of over 65% in size
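IDH1-R132H (0.5 ug/mL) preincubated 30 min with compound, then NADPH (0.016 mM) and alpha-KG (2 mM) added; 80 min at RT, pH 7.5. Remaining NADPH coupled via diaphorase/resazurin to fluorescence (540/590 nm); concentration-response curves normalized to no-enzyme control.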
TRHR enhancer – qHTS for Small Molecule Agonists and Allosteric Enhancers of Human TRH Receptor: Primary Screen for Enhancers. Thyrotropin-releasing hormone receptor (Homo sapiens), P34981. TRHR cells, fluo-8 calcium fluorescence, EC20 TRH enhancement. enhancement, % at 2 µM. hit rate 0.66% among 360,000; in the data active means enhancement above about 30%; further: 0% is about no effect
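TRHR-expressing cells loaded with fluo-8 calcium dye were read kinetically (ex 480/em 530) during compound addition, then stimulated with an EC20 of TRH (10 nM final). Enhancement of the Gq-mediated intracellular calcium response was scored.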
TrxR1 substrate – qHTS Assay for Substrates of Mammalian Selenoprotein Thioredoxin Reductase 1 (TrxR1): qHTS; Potency, µM (highest dose often 114 µM), inactives show at the highest dose activity change, negative = substrate turnover; purified TrxR1 substrate turnover, NADPH consumption readout; Thioredoxin reductase 1, cytoplasmic (Rattus norvegicus), O89049; hit rate 0.01% among 390,000; AID 588456, 2011; further: potency means the concentration at half of the fitted maximal effect; on the % scale 0 is the no-effect control and ±100 the full control effect; nearly all actives have a fitted effect of over 50% in size
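Rat TrxR1, dispensed at 90 nM, was prereduced with 400 uM NADPH (final) for 5 min at ~22 deg C, then incubated with compound 15 min before 400 uM selenite. A first-read NADPH fluorescence drop versus no-compound background flagged substrates.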
TRHR agonist – qHTS for Small Molecule Agonists and Allosteric Enhancers of Human TRH Receptor: Primary Screen for Agonists; TRHR cells, calcium flux fluo-8, FDSS agonist mode; activation, % at 2 µM; hit rate 0.18% among 360,000; AID 493084, 2011; in the data active means activation above about 30%; further: 0% is about no effect
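Steps: seed TRHR cells overnight; add fluo-8 no-wash Ca dye, RT 30 min–1.5 h; record 10 s baseline; pin-transfer compounds; monitor fluorescence 1 cycle/s for the agonist window. Calcium increases flag candidate agonists.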
PI4K2A block – qHTS for small molecular inhibitors of PI4K2A; Phosphatidylinositol 4-kinase type 2-alpha (Homo sapiens), Q9BTU6; purified PI4K2A, ADP-Glo luminescence, 1 h; stronger effect = lower value; activity change, negative = inhibition, % at 76.9 µM; hit rate 0.13% among 420,000; AID 1346378, 2018; in the data active means activity change below about -50%; inconclusive means mostly about -30% to -49%;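 further: -100% = wells without enzyme as full effect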
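Compounds are screened against recombinant PI4K2A using PI as substrate and ATP, the latter dispensed at 300 microM. Reactions run one hour at ambient temperature before ADP-Glo detection; full inhibition defined by wells lacking enzyme.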
USP1-UAF1 inh – Inhibitors of USP1/UAF1: Primary Screen; Ubiquitin carboxyl-terminal hydrolase 1 (Homo sapiens), O94782; recombinant USP1/UAF1, Ub-Rhodamine cleavage fluorescence; Potency, µM (series often up to 57.1 µM), for the others: at the top dose activity change, negative = inhibition, most hits filed as inhibitors; hit rate 0.23% among 390,000; AID 743255, 2014; further: potency means the concentration at half of the fitted maximal effect; on the % scale 0 is the no-effect control and ±100 the full control effect; nearly all actives have a fitted effect of over 60% in size; inactives centre near -12
Target sequence (O94782 whole entry, looked up): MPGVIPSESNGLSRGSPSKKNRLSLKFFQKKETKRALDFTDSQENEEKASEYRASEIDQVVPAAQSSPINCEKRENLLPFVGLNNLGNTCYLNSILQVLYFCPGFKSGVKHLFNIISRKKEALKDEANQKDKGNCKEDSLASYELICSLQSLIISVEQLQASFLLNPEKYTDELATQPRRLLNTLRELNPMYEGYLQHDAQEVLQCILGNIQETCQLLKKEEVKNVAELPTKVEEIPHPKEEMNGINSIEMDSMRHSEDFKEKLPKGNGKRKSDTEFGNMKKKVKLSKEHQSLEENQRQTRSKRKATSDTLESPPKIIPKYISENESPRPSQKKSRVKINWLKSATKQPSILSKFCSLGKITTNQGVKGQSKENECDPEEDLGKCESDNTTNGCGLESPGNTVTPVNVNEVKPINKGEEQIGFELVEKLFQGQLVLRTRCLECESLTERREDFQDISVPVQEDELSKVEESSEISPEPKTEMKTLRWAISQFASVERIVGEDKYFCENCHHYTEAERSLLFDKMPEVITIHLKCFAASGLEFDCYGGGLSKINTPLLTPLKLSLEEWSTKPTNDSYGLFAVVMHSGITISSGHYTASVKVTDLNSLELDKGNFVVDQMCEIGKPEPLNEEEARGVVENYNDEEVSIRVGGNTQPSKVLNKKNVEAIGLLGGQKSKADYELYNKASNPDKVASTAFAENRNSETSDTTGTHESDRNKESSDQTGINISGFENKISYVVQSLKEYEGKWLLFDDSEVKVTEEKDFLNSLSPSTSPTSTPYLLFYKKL
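In this screen, compounds sit with the deubiquitinase complex (1nM) for 15 min at room temperature before Ub-Rho is added at 150nM final. Fluorescence rise is then followed for 6 reads every 60 seconds.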
Numbers without * were called inactive; ? = inconclusive; · = no result given; [ ] = remark or other dose. Unless noted, the call rests on the fitted dose curve; in most records, active means well fitted inhibition curve with a large enough effect; inconclusive means small, poorly fitted or top-dose-only effect; inactive means no such curve, though single readings can be large or run the other way.

The line under a structure holds: D2 agonist	TrxR1 inh	D2 antagonist	IDH1 R132H inh	TRHR enhancer	TrxR1 substrate	TRHR agonist	PI4K2A block	USP1-UAF1 inh
O=S1(=O)CC/C(=N\Nc2ccccc2)c2ccsc21
 : 0.1	-33.0%	-2.5	0.0%	-0.8	-3.2%	0.5	-0.4	-15.0%
O=C(CC12CC3CC(CC(C3)C1)C2)NC(=S)Nc1ccc(CN2CCOCC2)cc1
 : 0.8	-23.1%	-14.0	1.9%	-3.5	5.5%	0.4	-7.9	-7.5%
CC(C)(O)C#Cc1ccc(CN2CCN(C3CCCC3)C(CCO)C2)cc1 (stereo not given)
 : 0.1	18.0%	24.6	0.0%	-1.9	8.8%	1.5	-3.8	-17.2%
CSCC[C@H](NC(=O)[C@@H]1Cc2ccccc2CN1)C(=O)NC1CCCC1
 : 0.3	10.9%	-10.6	-8.0%	1.7	3.4%	0.1	-3.8	-25.9%
O=[N+]([O-])c1ccc(Cl)c(C[n+]2cccc3ccccc32)c1
 : ·	-3.6%	·	-6.0%	20.6	-3.4%	1.5	1.5	-14.7%
O=C(COc1ccc(Br)cc1)OCC(=O)N1CCOCC1
 : ·	17.4%	·	7.2%	·	8.1%	·	-2.9	-19.2%
COC(=O)c1cc2ccsc2n1CC(=O)N(C)c1ccccc1
 : 0.4	-2.0%[57.1 µM]	-9.1	6.5%	-2.7	6.0%[57.1 µM]	0.9	2.2	-17.1%
COc1ccc(C)cc1NC(=O)C(Cc1ccccc1)NS(=O)(=O)c1cccs1 (stereo not given)
 : -1.5	12.2%[57.1 µM]	·	2.2%	8.6	-4.5%[57.1 µM]	-1.3	-3.0	-17.6%
C[C@]12c3[nH]c4ccccc4c3CCN1C(=O)C(CC(=O)NCc1cccc(C(F)(F)F)c1)C[C@@H]2C(=O)N1CCCCC1 (stereo not given in full)
 : ·	1.3%	·	-18.7%	·	-6.7%	·	-0.2	-7.9%
CCOC(=O)C1(Cc2ccc(OC)cc2)CCN(C(=O)CC2CCC(=O)N2)CC1 (stereo not given)
 : ·	20.1%	·	-4.0%	0.0	-0.6%	-0.5	1.3	-0.5%
CC1=C(C(=O)OCC2CCCCC2)C(c2ccc(Cl)cc2)CC(=O)N1 (stereo not given)
 : 0.2	3.5%	·	?	-3.9	-11.8%	-0.3	-2.2	-19.5%
CCN1CCN(CCCNC(=O)CCCn2nc(C)c3sc4ccccc4c3c2=O)CC1
 : 0.5	10.7%	3.8	-6.3%	3.5	2.0%	-0.1	1.0	-16.7%
CC(C)(C)NC(=O)c1ccc(COCC(F)(F)F)o1
 : -0.5	16.6%	18.8	-0.3%	-4.9	7.0%	0.2	1.8	-21.3%
O=C(NCCCO)/C(=C\C=C\c1ccccc1)NC(=O)c1ccccc1Cl
 : 0.9	-19.6%	-19.2	-0.1%	-6.8	-16.7%	0.5	-0.5	-2.3%
Cc1ccc(C)c(Cn2c3ccccc3c3cnn(CC(=O)NCCCc4ccccc4)c(=O)c32)c1
 : -1.1	-3.3%	·	4.4%	-2.1	8.7%	-1.9	-1.7	?
O=C1c2ccncc2C(=O)N1CO
 : -0.4	21.9%[57.1 µM]	5.1	0.0%	5.0	-8.7%	-0.6	-3.0	-19.2%
C#CCOCCOCCOCCNc1nc(N2CCN(C(=O)[C@H](CCCCN)n3cc([C@@H](N)CC(C)C)nn3)CC2)nc(N2CCN(C(=O)[C@H](Cc3cc4ccccc4[nH]3)n3cc([C@@H](N)Cc4ccc(O)cc4)nn3)CC2)n1
 : 0.2	44.7µM*	-4.5	1.6%	3.3	7.7%	0.7	-4.9	-22.7%
COc1ccc(Br)c2c1-c1nc(NC(=O)c3ccccc3SC)sc1C2
 : -0.6	-32.6%	·	-12.8%	-9.1	-4.8%	-1.0	-5.0	-21.8%
COc1ccc(S(=O)(=O)N2CCN(C(=O)c3cc4c(s3)CCCC4)CC2)cc1
 : 0.1	14.1%	-4.8	0.5%	0.0	-7.3%	-0.1	-1.9	-11.0%
O=C(OC1CCCCC1=O)c1cccc(S(=O)(=O)N2CCOCC2)c1 (stereo not given)
 : 0.0	-9.2%	-6.3	4.0%	1.9	-9.4%	-0.1	2.7	5.1%
CC1=[N+](C)N(c2ccccc2)C(=O)C1N=Cc1ccccc1Cl (stereo not given)
 : 0.9	7.0%	-1.4	5.6%	5.1	-10.7%	0.3	4.5	-6.4%
CC1(C)CC(=O)C2=C(C1)Nc1nc(SCCN3CCOCC3)[nH]c(=O)c1C2c1cccs1 (stereo not given)
 : -0.2	-0.5%[57.1 µM]	-11.8	-2.6%	-3.6	0.3%[57.1 µM]	1.4	-9.1	-23.5%
CC(=O)c1sc(NC(=O)C(C)C)nc1C
 : 0.1	-11.6%	-20.6	3.0%	4.5	-6.4%	0.1	-0.1	-10.5%
COc1ccccc1C(=O)NNC(=S)NC(=O)c1ccco1
 : 1.8	-20.3%	0.0	6.2%	1.2	-9.5%	5.6	-3.9	-6.6%
O=c1cc(N2CCN(c3ccc(F)cc3)CC2)[nH]c(=O)n1C1CCCCC1
 : -0.4	0.1%[57.1 µM]	-7.4	-4.5%	-8.6	10.5%[57.1 µM]	0.2	-5.1	-2.9%
N#CC(C#N)=Cc1cnc(N2CCN(c3ccccc3)CC2)s1
 : 3.7	?	17.0	12.8%	-2.3	0.3%	4.2	4.6	-11.6%
C/[N+]([O-])=C\c1cccc(OCCN2CCN(c3ncc(C(F)(F)F)cc3Cl)CC2)c1
 : 2.0	13.3%	3.1	-6.3%	-3.1	-1.8%	0.5	-0.6	-15.0%
Cc1cc(C)c(NC(=O)COC(=O)Cc2cccs2)c(C)c1
 : -1.6	-4.6%[57.1 µM]	4.3	0.0%	2.3	-4.7%[57.1 µM]	-0.6	-1.1	-0.4%
CN(CC/C=C1/c2ccccc2CSc2ccccc21)CCCO
 : 1.8	-0.4%	12.5	2.8%	-5.1	3.6%	3.0	-0.2	-10.2%
Cc1ccc(N/C(N)=N/c2nc(CSc3nnc(N)s3)cc(=O)[nH]2)cc1
 : 0.3	-4.9%	-9.4	3.4%	3.3	-6.7%	-0.1	-0.4	-9.3%

Reformatted as tab-separated lines: part of the list above
mol	D2 agonist	TrxR1 inh	D2 antagonist	IDH1 R132H inh	TRHR enhancer	TrxR1 substrate	TRHR agonist	PI4K2A block	USP1-UAF1 inh
C[C@]12c3[nH]c4ccccc4c3CCN1C(=O)C(CC(=O)NCc1cccc(C(F)(F)F)c1)C[C@@H]2C(=O)N1CCCCC1 (stereo not given in full)	·	1.3%	·	-18.7%	·	-6.7%	·	-0.2	-7.9%
CC(C)(C)NC(=O)c1ccc(COCC(F)(F)F)o1	-0.5	16.6%	18.8	-0.3%	-4.9	7.0%	0.2	1.8	-21.3%

Continued.
The line under a structure holds: D2 agonist	TrxR1 inh	D2 antagonist	IDH1 R132H inh	TRHR enhancer	TrxR1 substrate	TRHR agonist	PI4K2A block	USP1-UAF1 inh
COc1ccc(C(=O)Nc2ccc(-c3ccc(NC(=O)c4ccc(OC)cc4)c(OC)c3)cc2OC)cc1
 : 0.8	-15.2%	-0.1	8.4%	6.0	75.8%[activator]	-0.1	1.9	-0.9%
CNC(=O)C1CC(=O)N(c2ccc(OCC(=O)Nc3ccccc3)cc2)C1 (stereo not given)
 : ·	4.7%	·	16.4%	·	3.2%	·	-24.8	-18.6%
CC(NC(=O)c1cccc2ccccc12)c1ccc2c(c1)CCCC2 (stereo not given)
 : 0.3	-4.3%	-7.2	1.3%	3.6	-4.7%	0.4	-0.6	-17.4%
OC1(c2ccccc2)CCN(Cc2ccccc2)CC1
 : 0.3	8.3%[57.1 µM]	14.9	-7.6%	4.6	4.8%	0.0	-0.4	11.2%
CCN(CC)CCC(=O)NC(C)(C)Cc1ccc(O)cc1
 : -0.4	0.2%	1.8	-4.8%	5.6	-3.5%	0.2	-3.0	-16.3%
C=CCn1c(=O)c2ccccc2n2c(SCC(=O)NCc3cccs3)nnc12
 : -1.0	11.3%	-10.0	8.3%	-0.5	3.3%	-0.4	-8.2	-19.2%
COc1ccc(C)cc1S(=O)(=O)NCCc1ccccc1
 : ·	16.3%	·	-1.6%	-7.0	-8.5%	-0.7	-9.7	-5.2%
O=S(=O)(c1ccc2c(c1)N(Cc1ccc(Cl)cc1)C1CCCN21)N1CCOCC1 (stereo not given)
 : ·	-2.2%[57.1 µM]	·	6.5%	0.7	6.3%[57.1 µM]	-0.1	-4.8	1.7%
c1ccc(-c2noc(CSc3nnc(Cc4cccs4)n3-c3ccccc3)n2)cc1
 : 2.3	3.6%[57.1 µM]	-0.9	-2.3%	40.2*	-4.2%[57.1 µM]	1.0	-5.0	-5.8%
COc1cc(OC)cc(-n2c(=O)c3sccc3n(Cc3c(C)cc(C)cc3C)c2=O)c1
 : 0.1	10.9%	·	·	-12.6	-1.5%	1.0	-21.4	-17.2%
Cc1nc2ccc(C(=O)OCc3ccccc3Br)cc2nc1C
 : -0.5	-15.8%[57.1 µM]	-8.3	-3.2%	-11.8	3.3%[57.1 µM]	0.1	-2.3	-0.6%
CCCC(=O)N(CCc1ccc(OC)cc1)Cc1nc2ccccc2c(=O)[nH]1
 : 0.1	20.6%	-4.7	-0.8%	14.1	9.8%	-0.4	-2.5	?
O=C(O)c1cc(-n2c(/C=C\c3ccc(F)cc3)nc3ccccc3c2=O)ccc1Cl
 : -0.2	11.3%[57.1 µM]	·	-13.7%	2.5	2.1%[57.1 µM]	0.1	1.2	-10.1%
